# Source: PubChem BioAssay (several laboratories)
# UTI89 phage lysis: inhibition of K1F phage lysis, E. coli UTI89, bacterial capsule biogenesis inhibitors, alamar blue (AID 488966); E. coli UTI89 K1F phage lysis, alamar blue, 2 h; higher % means a stronger effect; inhibition, % at 100 µM, or IC50 in µM where a hit was titrated; 340,000 tested, 0.02% active;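 active = phage lysis inhibition, versus mean bacterial control, above a set limit; inconclusive = no clear call, values can overlap the other calls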;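 also: capsule biogenesis inhibitors block K1F phage lysis so surviving cells raise fluorescence; higher fluorescence means more inhibition of phage lysis; actives were called in the ten point dose series up to 300 µM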
# NS5 inhibitors: Dengue-2 NS5 methyltransferase inhibitors, primary screen, biochemical, confirmation dose response (AID 588689) | Dengue-2 NS5 methyltransferase capping enzyme assay, biochemical; higher % means a stronger effect | one-dose inhibition, % at 25 µM; IC50 in µM for titrated hits | 340,000 tested, 0.3% active; in the data active = a potency from the dose series; inconclusive = inhibition above about 29% without an active follow-up result
# NTR1 ag: agonists of NTR1, primary screen, imaging, U2OS cells, beta-arrestin-GFP, high content (AID 493036) | NTR1-U2OS beta-arrestin-GFP spot imaging, agonist mode | activation, % at 20 µM | P30989 | 330,000 tested, 0.17% active;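 active = activation at or above 40% of the spot to cytoplasm intensity ratio, with at least 20 cells analyzed; inconclusive = wells under 20 cells, flagged as cytotoxic or low count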;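 also: 0% = DMSO without peptide and 100% = 100 nM NTR1 peptide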
# Target sequence (P30989 whole entry, looked up): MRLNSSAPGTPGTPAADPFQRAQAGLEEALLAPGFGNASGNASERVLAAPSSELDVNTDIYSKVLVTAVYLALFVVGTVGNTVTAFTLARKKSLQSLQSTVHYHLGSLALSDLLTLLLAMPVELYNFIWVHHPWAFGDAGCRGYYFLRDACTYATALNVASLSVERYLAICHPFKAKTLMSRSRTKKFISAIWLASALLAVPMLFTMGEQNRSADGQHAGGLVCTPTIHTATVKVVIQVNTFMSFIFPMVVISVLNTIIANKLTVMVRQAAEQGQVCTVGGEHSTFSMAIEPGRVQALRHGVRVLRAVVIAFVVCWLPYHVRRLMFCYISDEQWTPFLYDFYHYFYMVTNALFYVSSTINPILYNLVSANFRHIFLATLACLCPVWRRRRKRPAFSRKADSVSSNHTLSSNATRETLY
# GPR35 antagonists: GPR35 antagonists blocking zaprinast-driven arrestin recruitment, primary screen, imaging, U2OS, beta-arrestin-GFP, zaprinast agonist (AID 2058); U2OS GPR35 beta-arrestin-GFP translocation imaging, zaprinast antagonism; higher % means a stronger effect; inhibition, % at 10 µM, or IC50 in µM where a hit was titrated; 290,000 tested, 0.052% active;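 active = inhibition of at least 50% with at least 30 cells and total cytoplasm GFP at most 10,000,000; inconclusive = under 30 cells or total GFP of 10,000,000 plus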
# GPR55 beta-arrestin: GPR55 agonists via beta-arrestin recruitment, primary screen, imaging, U2OS cells, beta-arrestin-GFP redistribution (AID 1961); activation, % at 10 µM, or EC50 in µM where a hit was titrated; 290,000 tested, 0.048% active; U2OS GPR55 beta-arrestin-GFP redistribution imaging; higher % means a stronger effect;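 active = activation above 40% with more than 50 cells counted in the well; inconclusive = wells holding fewer than 50 cells, flagged as toxic or sparse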;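 also: U2OS osteosarcoma cells stably expressing GPR55 and beta-arrestin-GFP; plate controls were DMSO negative control for no effect and LPI positive control for full effect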
# GPR55 antagonists: inhibition of LPI-stimulated GPR55 beta-arrestin translocation – imaging, U2OS, beta-arrestin-GFP, LPI agonist, primary screen (AID 2013); U2OS GPR55 beta-arrestin-GFP translocation imaging, LPI antagonism; higher % means a stronger effect; one-dose inhibition, % at 10 µM; IC50 in µM for titrated hits; 290,000 tested, 0.13% active;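 active = spots per cell inhibited over 60%, with over 100 cells counted and total cytoplasm intensity under 500,000; inconclusive = wells with under 100 cells, flagged as likely toxic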;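 also: U2OS cells stably carrying GPR55 and arrestin-GFP stimulated by 5 µM LPI near EC80; imaged beta-arrestin-GFP aggregate spots per cell after agonist stimulation; plate controls were LPI-stimulated DMSO wells for no effect and DMSO wells without LPI for full effect; some results filed as inactive read as strong as hits; confirmed hits need IC50 under 10 µM and bright autofluorescent wells are also inconclusive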
# HIV fusion peptide: inhibitors of HIV fusion peptide binding, primary screen, biochemical, uHTS, fluorescence dequenching (AID 1986); cell-free peptide binding, fluorescence dequenching, 30 min; higher % means a stronger effect; one-dose inhibition, % at 20 µM; IC50 in µM for titrated hits; 290,000 tested, 0.3% active; in the data active = inhibition mostly above about 52%, no sharp cut-off; inactive = mostly below about 76%; also: some results filed as inactive read as strong as hits
# AID2073: disruptors of CaV2.2 binding to Mint1 – biochemical, HTRF (AID 2073) | HTRF protein-protein interaction, Mint1-CaV2.2; higher % means a stronger effect | inhibition, % at 20 µM; hits with a dose series show IC50 in µM | 290,000 tested, 0.19% active; in the data active = inhibition mostly above about 51%, no sharp cut-off; inconclusive = no clear call, values can overlap the other calls; inactive = mostly below about 53%; also: some results filed as inactive read as strong as hits
# SIAH1 antagonists: Siah-1 peptide-binding antagonists, primary screen, biochemical, fluorescence polarization, rhodamine-plectin, uHTS (AID 1817) | Siah-1 / rhodamine-plectin peptide fluorescence polarization; higher % means a stronger effect | displacement, % at 20 µM, or IC50 in µM where a hit was titrated | 290,000 tested, 0.02% active;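 active = displacement of at least 50% at 20 µM, with a fluorescence ratio check between 0.3 and a set limit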;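 also: plate controls were Siah plus tracer with DMSO for no effect and tracer alone without Siah for full effect; strong numbers were not always called active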
# NTR1 ag cell count 20 µM: second read-out of NTR1 ag, no call of its own (marks repeat the call); cell count; measured here: cell count, cytotoxicity flag
# * = called active by the depositor; ? = inconclusive; nt = not tested or not shown; [ ] = remark or other dose.
# Each structure is followed by: NTR1 ag	SIAH1 antagonists	AID2073	GPR55 antagonists	GPR55 beta-arrestin	NS5 inhibitors	HIV fusion peptide	GPR35 antagonists	UTI89 phage lysis	NTR1 ag cell count 20 µM
- CCOc1ccc(S(=O)(=O)n2nc(C)cc2C)cc1
 : 0.2	2%	-2%	4%	0.3%	4%	3.3%	2%	0.0%	52
- Cc1ccc(C2(c3ccc(C)cc3)CC2C(=O)NC(C)C)cc1 (stereo unspecified)
 : 0.3	2%	8%	-12%	0.0%	-3%	-0.7%	-2%	-1.3%[50 µM]	108
- CCn1c(CN2C(=O)CSc3ccccc32)n[nH]c1=S
 : -1.4	-3%	-30%	4%	-0.2%	3%	-2.0%	-7%	-0.1%	46
- CC(=O)O/N=C(/c1nonc1N)N1CCN(c2ccc([N+](=O)[O-])cc2Cl)CC1
 : 8.5	4%	-20%	7%	0.0%	0%	-1.3%	3%	1.0%	52
- CN(C)S(=O)(=O)N(CC(=O)N1CCC(Cc2ccccc2)CC1)c1ccccc1
 : 3.1	2%	4%	3%	-0.1%	8%	-0.9%	-4%	1.5%	59
- O=C(O)CCn1c(C2CCCCC2)nc2ccccc21
 : 0.2	5%	-5%	-4%	0.3%	-4%	1.5%	26%	2.8%	71
- COc1ccc(NC(=O)N(CCO)Cc2cc3c(C)cc(C)cc3[nH]c2=O)cc1
 : -1.6	4%	0%	1%	-0.2%	1%	0.1%	-6%	2.6%	39
- O=C1CC(N2CCN(c3ccc(F)cc3)CC2)C(=O)N1Cc1ccccc1 (stereo unspecified)
 : -0.2	1%	5%	7%	-0.1%	nt	2.4%	9%	0.4%	64
- OC1(c2ccc(Br)cc2)CCN(Cc2cccc(Br)c2)CC1
 : 0.9	2%	-1%	6%	-0.1%	-2%	1.2%	16%	0.2%	78
- O=C(CSc1nnc(-c2ccncc2)n1-c1ccc(F)cc1)NC(=O)NCc1ccco1
 : -0.9	34%	14%	-4%	-0.5%	3%	6.0%	10%	4.0%	33
- CC(=O)n1cc([C@@H]2C=C(C(=O)N3CCOCC3)O[C@H](OCCCCO)C2)c2ccccc21
 : 0.9	-6%	2%	-4%	0.5%	-2%	0.9%	-18%	0.6%	63
- Cc1c(N=Nc2ccc(O)cc2)c(=O)n(-c2ccccc2)n1C
 : 0.7	-4%	-1%	2%	-0.1%	-1%	-0.2%	-3%	0.3%	54
- O=C1/C(=C/c2cccc3ccccc23)CCCc2ccccc21
 : -0.5	-4%	3%	2%	-0.2%	-10%	0.3%	-4%	0.5%	94
- CN(C)/N=C/c1ccc([N+](=O)[O-])cc1[N+](=O)[O-]
 : 1.2	-2%	24%	2%	0.7%	7%	9.1%	8%	-0.3%	49
- COc1ccc(NC(=O)CN(C)S(=O)(=O)c2ccccc2)c([N+](=O)[O-])c1
 : 0.6	0%	-4%	-1%	-0.1%	-11%	17%	-5%	2.2%	66

# As a working copy, part of the list above:
# Each structure is followed by: NTR1 ag	SIAH1 antagonists	AID2073	GPR55 antagonists	GPR55 beta-arrestin	NS5 inhibitors	HIV fusion peptide	GPR35 antagonists	UTI89 phage lysis	NTR1 ag cell count 20 µM
- CCOc1ccc(S(=O)(=O)n2nc(C)cc2C)cc1
 : 0.2	2%	-2%	4%	0.3%	4%	3.3%	2%	0.0%	52
- Cc1ccc(C2(c3ccc(C)cc3)CC2C(=O)NC(C)C)cc1 (stereo unspecified)
 : 0.3	2%	8%	-12%	0.0%	-3%	-0.7%	-2%	-1.3%[50 µM]	108
- CCn1c(CN2C(=O)CSc3ccccc32)n[nH]c1=S
 : -1.4	-3%	-30%	4%	-0.2%	3%	-2.0%	-7%	-0.1%	46
- CC(=O)O/N=C(/c1nonc1N)N1CCN(c2ccc([N+](=O)[O-])cc2Cl)CC1
 : 8.5	4%	-20%	7%	0.0%	0%	-1.3%	3%	1.0%	52
- CN(C)S(=O)(=O)N(CC(=O)N1CCC(Cc2ccccc2)CC1)c1ccccc1
 : 3.1	2%	4%	3%	-0.1%	8%	-0.9%	-4%	1.5%	59

# Remaining list, next part.
# Each structure is followed by: NTR1 ag	SIAH1 antagonists	AID2073	GPR55 antagonists	GPR55 beta-arrestin	NS5 inhibitors	HIV fusion peptide	GPR35 antagonists	UTI89 phage lysis	NTR1 ag cell count 20 µM
- COC(=O)/C(C#N)=C1/SC=C(C)N1c1ccccc1
 : -0.4	-3%	7%	-10%	0.7%	nt	0.0%	12%	0.0%	49
- O=C(CN1C(=O)C2C3C=CC(C3)C2C1=O)Nc1nc(-c2ccccn2)cs1 (stereo unspecified)
 : 0.4	-3%	-5%	-1%	-0.1%	4%	0.0%	0%	0.1%	40
- CCOC(=O)c1c(NC(=O)CC2Nc3cc(C)c(C)cc3NC2=O)sc(C)c1C (stereo unspecified)
 : 0.7	2%	-9%	-1%	0.3%	-6%	2.0%	2%	0.0%	71
- Cc1ccc(C(=O)N/C(=C\c2cn(C)c3ccccc23)C(=O)NCCCn2ccnc2)cc1
 : -2.0	0%	-2%	1%	-0.2%	2%	-1.3%	-13%	0.1%	66
- CCN1CCN(C(=O)NS(=O)(=O)c2ccc(C)cc2)CC1
 : 0.4	-2%	3%	7%	-0.1%	2%	0.4%	3%	-0.2%	72
- O=C(CSc1n[nH]c(=O)n1Cc1ccco1)N1CCOCC1
 : -1.5	-3%	3%	-1%	0.2%	nt	-0.1%	2%	nt	46
- CCN(c1ccccc1)S(=O)(=O)c1cnc[nH]1
 : -1.6	-3%	-2%	-6%	-0.1%	2%	1.0%	-20%	5.7%	81
- N#CCSc1nc2cc(C(=O)N3CCCC3)ccc2c(=O)n1Cc1ccccc1
 : 1.3	-3%	5%	-20%	0.3%	-4%	-0.6%	6%	0.6%	66
- COc1ccc2c(c1OC)C(=O)N(c1cccc(/C=C/C(=O)O)c1)C2
 : -1.3	0%	?	-5%	-0.1%	-8%	-0.1%	-7%	-1.4%[50 µM]	79
- CCOc1cc(NC(=S)NCC2CCCO2)c(OCC)cc1NC(=O)CC(C)C (stereo unspecified)
 : 1.8	16%	-17%	6%	0.4%	1%	-1.5%	-3%	0.1%	49
- CCOC(=O)CC1(NC(=O)c2cc(COc3cccc(OC)c3)on2)CCCCC1
 : 1.6	-2%	-9%	-19%	-0.2%	-2%	-0.1%	-21%	-0.2%	73
- Nc1ccc(CCc2nc3ccccc3o2)cc1
 : -0.1	4%	-3%	-4%	-0.1%	4%	-2.3%	1%	2.2%	49
- COc1ccc2c(/C=N/NS(=O)(=O)c3ccc(C)cc3)c[nH]c2c1
 : 0.7	-2%	22%	1%	0.4%	-5%	1.4%	22%	0.3%	57
- CCN(CC)c1ccc(/C=N/n2c(-c3ccccc3Br)n[nH]c2=S)cc1
 : 0.9	-6%	-16%	7%	1.5%	-10%	2.6%	-1%	1.4%	50
- CC1=C(C(=O)OCc2ccccc2)C(c2ccccc2Cl)NC(=O)N1C (stereo unspecified)
 : 3.0	-7%	4%	-8%	-0.1%	nt	-1.1%	3%	-1.4%	63
- CNC(=O)CCSSCCC(=O)NC
 : -0.3	0%	4%	2%	-0.5%	-8%	-0.9%	6%	-0.9%	40
- CC(C)(C)c1ccc(OCCn2ccccc2=O)cc1
 : -1.6	0%	6%	1%	-0.2%	-1%	1.2%	8%	0.0%	95
- O=C(c1ccc2c(=O)n3c(nc2c1)CCCCC3)N1CCN(c2ccc([N+](=O)[O-])cc2)CC1
 : 1.3	12%	2%	13%	-0.1%	-1%	-0.5%	16%	-0.1%	57
- COc1ccccc1CNC(=O)C1CCC(=O)N(CCCN2CCCC2=O)C1 (stereo unspecified)
 : -0.7	-3%	?	-8%	-0.3%	-8%	-1.7%	15%	0.0%	56
- O=C(COC(=O)/C=C/c1ccccc1)Nc1cccc(Oc2ccccc2)c1
 : 1.3	8%	-4%	-1%	-0.3%	2%	0.2%	-9%	1.1%[50 µM]	42
- COC(=O)c1cc2ccsc2n1Cc1nc(-c2ccc(Cl)cc2)oc1C
 : 0.8	-1%	2%	4%	-0.2%	-3%	2.6%	0%	0.2%	84
- NC(=O)c1ccc(-n2nnnc2Oc2ccccc2C(=O)N2CCOCC2)cc1
 : -0.2	1%	-7%	1%	-0.2%	nt	0.0%	15%	0.5%	55
- C=CCNc1oc(-c2cccs2)nc1S(=O)(=O)c1ccccc1
 : 0.2	4%	2%	-1%	-0.1%	-4%	-0.1%	14%	0.0%	52
- COc1ccc(CNC(=O)C(C)NCc2ccccc2Cl)cc1 (stereo unspecified)
 : 0.7	-3%	0%	4%	0.0%	-10%	0.9%	0%	0.0%	93
- COc1ccc(NC(=O)CSc2nnc(NC(C)=O)s2)c([N+](=O)[O-])c1
 : -0.4	-5%	-2%	6%	0.5%	nt	-1.1%	-12%	0.1%	77
- CCCc1nc2sc3c(c2c(=O)n1N)CCC3
 : 0.2	-1%	-2%	-15%	0.3%	-1%	0.4%	-6%	-0.1%	29
- Cc1ccc(S(=O)(=O)NN=C2CCC(C(C)(C)C)CC2)cc1[N+](=O)[O-] (stereo unspecified)
 : -0.7	6%	-4%	15%	1.1%	1%	-1.8%	1%	2.8%	47
- CC1=NCCN1S(=O)(=O)c1ccccc1[N+](=O)[O-]
 : 0.4	2%	-13%	0%	-0.4%	-2%	0.7%	-11%	0.3%	73
- COc1ccccc1/C=C1\S/C(=N/NC(=O)c2cccc(Br)c2)NC1=O
 : 4.8	-10%	22%	4%	0.4%	-2%	-1.1%	5%	?	74
- Cc1ccc2c(c1)C(=C(C#N)C#N)C(=O)N2CCN1CCOCC1
 : 1.3	-4%	-16%	9%	-0.1%	-13%	-1.2%	-7%	0.5%	50
- Oc1c(N=Nc2ccc(F)cc2)ccc2ccccc12
 : 1.0	107%	5%	-18%	-0.1%	9%	6.5%	6%	0.1%	55
- O=C(NC1CCCCC1)C(c1ccc(F)cc1)N(C(=O)c1csnn1)C1CC1 (stereo unspecified)
 : 2.4	7%	3%	15%	0.3%	3%	4.9%	8%	0.2%	41
- Cc1sc(NC(=O)CN2CCCC2)nc1-c1ccc2c(c1)CCN2C(=O)c1cccc(F)c1
 : 3.8	2%	2%	18%	0.2%	-6%	0.9%	2%	0.1%	49
- COc1ccc(NC(=O)N2CCCc3ccccc32)cc1OC
 : 0.0	7%	-3%	10%	0.2%	-2%	2.2%	4%	-1.4%[50 µM]	51
- COc1cccc(CN(C(=O)c2ccccc2Br)C2CCS(=O)(=O)C2)c1 (stereo unspecified)
 : -0.4	-1%	-4%	1%	0.4%	-8%	1.1%	13%	-0.3%	52
